Source: PubChem
Insulin prom up – MIN6 insulin promoter up-regulation; MIN6 insulin promoter-GFP reporter, high-content imaging; hits give high values; z-score at 5 µM; hit rate 0.3% among 190,000;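 active = z-score above 3 at 5 µM with at least 500 cells counted in the well; inconclusive = wells under 500 cells, flagged as cytotoxic or low count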
ER stress rescue – protection against thapsigargin-triggered cell killing – 384-well, CSM14.1, ATP luminescence, primary screen (AID 1222). CSM14.1 thapsigargin-induced death rescue, ATP luminescence; higher % means a stronger effect. cellular ATP content (survival), % at 20 µM, or EC50 in µM where a hit was titrated. 190,000 tested, under 10 active;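 active = EC50 below 50 µM in the dose-response confirmation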;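 note: death triggered by thapsigargin at about 15 µM added after 2 h compound pretreatment; cell ATP read after overnight thapsigargin exposure of roughly 18 to 22 hours; normalized against plate controls of thapsigargin alone and 5% DMSO vehicle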
Dynein cargo inh – dynein cargo transport inhibition | 3617.4 mouse cells, GR-EGFP nuclear translocation imaging; test concentration mostly 20 µM; stimulated with dexamethasone, 1 µM; hits give low values | z-score, hits read low | hit rate 0.47% among 220,000;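 active = plate z-score of nuclear minus cytoplasmic receptor signal below a set negative limit, without overly bright fluorescence or cell loss, cut at about -3.5 in these data, passing the limit was not always enough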;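 note: z-score of nuclear minus cytoplasmic ring GR-EGFP intensity difference per well; some compounds called inactive have numbers as strong as hits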
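Also added: dexamethasone, 1.0 µM final. Medium: tet-free, stripped-serum medium. Detection: fixed, Hoechst-stained cells imaged at 10x for EGFP. Read-out: nuclear-to-cytoplasmic GR-EGFP distribution per well. Times: induction 48 h, compound 1 h, agonist 30 min.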
Autophagy HCS – alters autophagy in cells; hit rate 0.98% among 190,000; MEF GFP-LC3 puncta imaging; test concentration mostly 10 µM; AID 463193; calls only at 10 µM (by protocol);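 active = percentage of spot-positive cells more than 3 SD above its plate mean, without a fluorescence outlier flag or 80% toxicity; inconclusive = no clear call, values can overlap the other calls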;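 note: spot-positive cell cutoff set from DMSO-treated cells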
M17LAP inhibition – P. falciparum M17LAP inhibitors, primary screen, biochemical, fluorogenic H-Leu-NHMec substrate, 1536-well (AID 1619); recombinant M17LAP, H-Leu-NHMec fluorogenic kinetic assay; higher % means a stronger effect; hit rate 0.38% among 220,000; one-dose inhibition, % at 30 µM; IC50 in µM for titrated hits;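 active = compound inhibiting the enzyme by more than half at any dose during confirmatory dose-response retesting; inconclusive = strong single-dose inhibitors picked by rank but not retested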;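 note: plate controls were full reaction with DMSO carrier for no effect and no enzyme background for full effect; strong numbers were not always called active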
Hep lipid drop – hepatic lipid droplet formation modulation; AML12 mouse hepatocytes, oleate lipid droplets, BODIPY imaging; inhibition, % at 6.5 µM; hit rate 0.4% among 240,000; AID 1656;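 active = lipid droplet intensity inhibited by at least 50%, with more than 500 cells counted; inconclusive = wells with under 300 cells, treated as cytotoxic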
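Assay system: AML12 mouse liver cells | Compound: 6.5 µM single-point dosing | Schedule: Overnight exposure | Technique: Fluorescence imaging, 20x objective, two fields per well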
Yfh1-off respiration – mitochondrial function rescue without frataxin homolog – Friedreich's ataxia, plus single-dose screen, dose response (AID 1465); S. cerevisiae Yfh1-off respiration, WST-1 reduction, 72 h; higher fold induction means a stronger effect; hit rate 0.074% among 220,000; one-dose fold induction at 50 µM; EC50 in µM for titrated hits;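 active = fold induction of absorbance versus untreated yeast above a set limit, then at least 30% activation at any dose in follow-up; inconclusive = repeats straddling the limit, or above it without dose testing; inactive = fold induction below the set limit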;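 note: activators that raise dye reduction in frataxin-depleted yeast; strong numbers were not always called active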
MT stabilize HCS – stabilizes microtubules in HeLa cells | HeLa tubulin immunostaining HCS, 24 h; share of cells brighter than vehicle mean+2SD | % tubulin-high responders, % at 10 µM | hit rate 0.83% among 200,000 | AID 2205;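 active = plate Z-score above 3 for both tubulin-high and condensed-nucleus cell shares, with cell loss under 80%, at 10 µM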;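 note: anti alpha tubulin signal scored within the nucleus-defined area of each cell; some results filed as inactive read as strong as hits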
P. falciparum M1AAP – P. falciparum M1AAP inhibitors, biochemical, fluorogenic H-Leu-NHMec substrate, 1536-well (AID 1445); recombinant M1AAP, H-Leu-NHMec fluorogenic kinetic assay; higher % means a stronger effect; inhibition, % at 30 µM, or IC50 in µM where a hit was titrated; hit rate 0.42% among 220,000;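 active = primary inhibition above the hit cutoff, then over 50% inhibition at one or more dose response concentrations, cut at about 23% in these data, passing the limit was not always enough; inconclusive = conflicting primary data, or primary hits not chosen for dose response; inactive = low primary inhibition, or under 50% at every dose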;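 note: plate controls were DMSO full reaction for no effect and no enzyme background for full effect; strong numbers were not always called active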
Dynein cargo inh cytoplasmic EGFP – also measured in Dynein cargo inh; calls as there; z-score; measured here: cytoplasmic GR-EGFP intensity; hits give high values
Dynein cargo inh nuclear GR-EGFP – also measured in Dynein cargo inh; calls as there; z-score; measured here: nuclear GR-EGFP intensity;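 lower value marks the stronger effect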
Dynein cargo inh cell count – recorded beside Dynein cargo inh, whose call it bears; z-score; measured here: cell count per field
Insulin prom up cell count – recorded beside Insulin prom up, whose call it bears; cell count; measured here: cytotoxicity, nuclei count;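 total cells summed across four imaged fields per well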
Hep lipid drop cells 6.5 µM – recorded beside Hep lipid drop, whose call it bears; cell count; measured here: cell count, cytotoxicity flag;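 cells counted across two imaged fields per well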
MT stabilize HCS Hoechst-high % – further read-out of MT stabilize HCS, marked with its call; % Hoechst-high responders; measured here: nuclear condensation Hoechst responders;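 share of cells brighter than vehicle mean plus two SD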
MT stabilize HCS cytotoxicity % – second read-out of MT stabilize HCS, no call of its own (marks repeat the call); toxicity, %; measured here: cytotoxicity by cell density;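 0% = mean cell density of plate MIN control wells and 100% = no cells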
Autophagy HCS cell loss 18 h – also measured in Autophagy HCS; calls as there; toxicity, %; measured here: cell loss, nuclei count;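 cell loss after 18 h compound exposure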
* marks the source's active call; other numbers are inactive results; i = inactive; ? = inconclusive; · = not tested or not shown.

Structure,P. falciparum M1AAP,M17LAP inhibition,MT stabilize HCS,Dynein cargo inh cytoplasmic EGFP,Dynein cargo inh nuclear GR-EGFP,Insulin prom up,Insulin prom up cell count,Autophagy HCS,Dynein cargo inh cell count,ER stress rescue,MT stabilize HCS Hoechst-high %,Hep lipid drop cells 6.5 µM,Yfh1-off respiration,Hep lipid drop,MT stabilize HCS cytotoxicity %,Dynein cargo inh,Autophagy HCS cell loss 18 h
O=C(Cc1ccccc1)Nc1ccc(F)cc1,-10%,16%,2.1,-0.43,0.017,-0.71,1429,i,1.3,-0.6%,0.8,745,i,0,2.0,-0.65,-2
Cc1ccc(NC(=O)CCC(=O)N/N=C/c2cccs2)cc1,-1%,-1%,1.3,-0.26,0.32,·,·,i,-0.035,-1.4%,1.6,729,i,-2,7.5,0.33,9
CCCc1cc(-c2nc(-c3ccc(Br)cc3)cs2)ccn1,-1%,-5%,2.6,-0.09,-0.057,-0.49,1260,i,0.25,2.1%,2.9,684,i,-40,5.2,0.13,4
OC1(c2ccc(OC(F)F)cc2)CSC(=Nc2cccnc2)N1C1CC1 (centres undefined),13%,2%,3.6,-0.17,-0.55,-1,1600,i,-0.32,-0.5%,2.5,·,i,·,8.7,1.1,15
CCOc1cc(C(=S)N2CCOCC2)ccc1OS(=O)(=O)c1ccc(NC(C)=O)cc1,2%,16%,2.8,-0.2,0.41,-2.4,1372,i,0.69,-1.4%,1.9,·,i,·,0.9,-0.058,-16
CC(=O)c1sc(NC(=O)COc2ccc(Cl)cc2Cl)nc1C,7%,6%,2.3,-0.2,-0.35,0.46,1359,i,0.55,0.6%,1.6,681,i,-12,2.7,-1.2,22
O=C(c1ccc(CS(=O)(=O)c2ccccc2)o1)N1CCOCC1,1%,3%,2.7,-0.29,-0.5,1.1,924,i,0.87,-0.2%,4.1,·,i,·,9.5,-0.82,8
Cc1ccc(NC(=O)CCCN2C(=O)/C(=C/C=C/c3ccccc3)SC2=S)cc1,10%,13%,2.4,0.21,0.87,0.25,1461,i,-0.96,-0.9%,3.3,655,i,-20,14,1.2,-4
CC1(C)C2CC=C(/C=N/NC(=O)c3ccc(Cl)cc3)C1C2 (centres undefined),3%,19%,1.8,-0.31,-0.66,-0.14,1252,i,0.91,-1.3%,2.2,602,i,-30,3.0,-0.97,1
Cc1nc(NC(=O)c2cccc(Cl)c2)sc1-c1csc(Nc2cccc(Cl)c2)n1,21%,-20%,2.7,-0.18,0.64,-0.66,1494,i,0.74,-1.7%,1.4,·,i,·,6.0,0.52,6
CCN(c1ccccc1)S(=O)(=O)c1ccc(Cl)nc1,2%,5%,3.8,-0.14,0.93,1,1228,i,-0.4,-1.4%,1.7,727,i,0,13,2.2,16
CCOc1ccc(N2CC(O)(c3cccs3)[N+]3=C2CCCC3)cc1 (centres undefined),2%,-2%,4.1,-0.28,0.18,0.48,1155,i,0.44,0.6%,2.9,711,i,5,7.5,-0.64,8
CCOC(=O)c1ccc(-n2c(N)c(C(=O)NCc3ccco3)sc2=S)cc1,11%,3%,2.9,-0.12,-0.24,0.81,1499,i,0.099,-1.4%,1.2,·,i,·,11,-0.38,-2
CCOC(=O)c1ccc(NC(=O)CSc2nc3c(c(=O)n2-c2ccccc2OC)SCC3)cc1,·,·,·,·,·,-0.67,1874,·,·,-1.8%,·,648*,i,87*,·,·,·
Cc1c(C(=S)NC(=O)C2CC2)c(=O)n(-c2ccccc2)n1C,6%,18%,1.6,-0.018,0.02,·,·,i,-1.7,-1.7%,3.2,740,i,4,6.1,-0.071,-1
CCC1CCCCN1C(=O)CSc1nnc(-c2ccc(Cl)s2)o1 (centres undefined),4%,3%,2.7,0.044,0.17,-1.2,1022,i,-0.15,1.1%,1.8,·,i,·,5.6,0.098,-13
COc1ccc(NC(=O)C2CCCN(S(=O)(=O)c3c(C)[nH]c(=O)[nH]c3=O)C2)cc1OC (centres undefined),-11%,5%,3.1,-0.29,-0.12,-0.74,1066,i,0.17,1.0%,3.5,770,i,-57,7.2,-0.29,17
Cn1nnnc1SCC(=O)Nc1ccccc1Cl,10%,1%,2.1,-0.15,-0.017,0.71,1096,i,0.4,-1.4%,2.2,·,i,·,11,-0.35,-18
C/C(=N\NC(=O)c1c[nH]c2ccccc12)c1ccccn1,4%,8%,2.6,-0.22,0.8,-2.1,925,i,-0.92,-2.0%,2.6,452,i,-13,5.7,1.1,31
Cc1cc(NC(=O)CSCCO)no1,-1%,-6%,2.0,-0.24,-0.7,-0.15,1644,i,0.1,-1.3%,1.6,·,i,·,8.9,0.34,1
Cn1c(NCC2CCCO2)nc2c1c(=O)n(Cc1ccccc1)c(=O)n2C (centres undefined),-7%,-5%,4.8,-0.31,0.28,-1.4,1420,i,-0.013,-0.3%,1.9,·,i,·,0.2,-0.13,14
C[C@@H]1NC(=O)c2cc([N+](=O)[O-])cc(I)c2OCC[C@@H](C(N)=O)NC(=O)[C@H](CCC(=O)O)NC1=O,12%,50%,2.7,-0.28,0.26,0.56,1275,i,0.24,-2.9%,2.2,717,i,13,4.7,-0.49,-64
CC(=O)NC(=S)NNC(=O)c1ccc(Br)cc1,-8%,5%,0.1,-0.47,0.93,0.47,1131,i,-0.32,-0.6%,3.0,714,i,3,7.4,0.31,28
Cc1nn2c(=O)nc3sc4c(c3c2[nH]c1=O)CCCC4,·,·,2.8,-0.16,0.68,·,·,i,0.016,·,1.7,·,i,·,6.0,0.64,6
COc1cccc(Cl)c1NC(=O)N1CCN(c2cc(C)nc3ccccc23)CC1,2%,1%,·,-0.23,0.78,·,·,·,-1.6,·,·,742,i,-2,·,1.3,·
Cn1c(NN)nc2sc3c(c2c1=O)CCC3,4%,-3%,2.5,-0.17,1.3,·,·,i,-1.7,-0.1%,2.1,830,?,9,2.8,2,-3
CN(CCCOc1ccccc1Br)Cc1ccccc1,3%,0%,3.0,-0.21,-0.18,-1.4,1432,i,0.39,-1.1%,2.1,695,i,-1,11,-0.56,0
CCOc1ncccc1C(=O)OCc1ccc(Cl)cc1,-1%,-20%,3.0,-0.31,-0.36,-0.36,1317,i,0.4,-1.0%,3.9,668,i,-4,7.7,-0.25,0
CCOC(=O)c1c(/N=C/N(C)C)sc(/C=N/Nc2ccccc2)c1-c1ccccc1,13%,-4%,4.4,0.065,0.81,0.32,1416,i,-1.7,-1.7%,2.6,649,i,2,3.7,2.9,-5
Cc1ccc(S(=O)(=O)NC(C)C(c2cccs2)N2CCN(C)CC2)cc1 (centres undefined),-5%,2%,4.5,-0.14,0.14,-0.08,987,i,0.53,0.6%,2.1,708,i,0,5.5,-0.35,-7
CCOC(=O)c1c(NC(=O)c2ccc(S(=O)(=O)N3CCOCC3)cc2)sc2c1CCN(C)C2,8%,-13%,5.0,-0.12,2.2,-0.9,815,i,-2.3,-1.6%,6.9,·,i,·,9.9,4.1,9
COCCCNc1nc2c(c(=O)[nH]c(=O)n2C)n1CC(O)COc1cccc(C)c1 (centres undefined),4%,5%,7.2,-0.13,0.26,0.15,1231,i,0.12,-0.1%,1.7,·,i,·,8.1,-0.042,-11
O=C(COC(=O)c1cccnc1)Nc1ccccc1,1%,3%,2.3,-0.21,-0.31,0.24,1313,i,0.38,-1.3%,2.7,621,i,0,7.5,-0.34,0
CCCc1nc2c(C)cc(-c3nc4ccccc4n3C)cc2n1Cc1ccc(-c2ccccc2C(=O)O)cc1,2%,8%,·,·,·,0.16,1388,·,·,-2.4%,·,659,i,11,·,·,·
CC1CCCCC12NC(=O)N(CC(=O)Nc1ccccc1N1CCOCC1)C2=O (centres undefined),9%,15%,2.6,-0.39,-0.083,0.98,1588,i,0.4,-1.0%,1.9,655,i,4,2.0,-0.18,-5
C/C=C/c1ccc(OCCCCNCc2ccco2)c(OC)c1,-4%,4%,1.7,-0.076,0.023,0.05,1286,i,-0.24,-0.6%,1.6,669,i,-26,3.3,-0.0063,28
CCC(C(=O)Nc1ccccc1C(=O)N1CCOCC1)N1C(=O)c2ccccc2C1=O (centres undefined),7%,4%,1.4,0.32,-0.086,·,·,i,0.24,-1.5%,1.8,852,i,7,6.2,-0.26,-3
O=C(C1CCC1)N1CCc2cc(S(=O)(=O)NCc3ccco3)ccc21,3%,8%,4.1,-0.19,0.087,-1.8,1243,i,3.3,-1.7%,1.8,748,i,-3,8.0,-0.77,2
NC(=O)COC(=O)C12CC3CC(CC(O)(C3)C1)C2,-4%,7%,4.8,-0.33,-0.081,0.26,1338,i,0.3,0.0%,1.3,678,i,2,0.3,-0.17,4
O=C(COC(=O)/C=C/C(=O)N1CCN(c2ccccc2)CC1)NC(c1ccccc1)c1ccccc1,11%,-9%,3.8,-0.015,0.38,1.7,972,i,-1.2,-1.5%,2.6,706,i,0,11,0.5,-7
O=C(CN1CCN(S(=O)(=O)c2ccc(F)cc2)CC1)c1ccc(O)c(O)c1,3%,14%,3.9,-0.12,-0.48,-0.66,1072,i,0.69,-6.3%,2.9,674,i,-4,9.6,-1,23
